# Bioassay records from PubChem BioAssay.
# DYRK1A inh: Dyrk1A (rat) kinase inhibition | ADP-Glo luminescence, NFATc1 peptide | inhibition, % at 12.5 µM | 310,000 tested, 0.43% active; in the data active means inhibition above about 50%;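 further: plate controls were vehicle with enzyme for no effect and no enzyme for full effect; many of its hits are not listed in these tables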
# HDAC3 inh: human HDAC3 inhibition; recombinant HDAC3, fluorogenic peptide/trypsin coupled, fluorescence; O15379; 320,000 tested, 0.15% active; inhibition, % at 8.3 µM; AID 2718; in the data active means inhibition above about 26%, passing the limit was not always enough; inconclusive means no clear call, values can overlap the other calls
# PolyA inhibitor: yeast polyadenylation inhibition. S. cerevisiae SKY197-pL101 polyadenylation reporter, beta-gal luminescence; efflux-impaired pdr1/pdr3 knockout yeast; score 100 = 6 SD above DMSO. calls only at 12 µM. 300,000 tested, 0.02% active. AID 1875;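 active means lowest replicate activity score at least 50, where 100 means six control SD above control mean; inconclusive means lowest score under 50 but half or more replicates reach 50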;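 further: yeast exposed to compound for 9 h at 30 °C; higher score means more reporter readthrough which indicates perturbed polyadenylation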
# RGS4 act: RGS4 potentiation or activation; HEK293 M3R/inducible RGS4, carbachol calcium flux Fluo4; active compounds read low; B-score at 10 µM; 310,000 tested, 0.92% active; AID 463111;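 active means B-score of the integrated calcium signal more than 4 SD below the library mean, with starting fluorescence not abnormally high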;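 further: negative B-score means reduced calcium response which marks RGS4 activation or potentiation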
#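 Material: Inducible-RGS4 HEK293 cells carrying M3 receptor; also added: carbachol at ECmax as muscarinic agonist stimulus; incubation: compound preincubation 20 min at room temperature before agonist; signal: Fluo4-AM (2 µM) calcium-flux fluorescence, kinetic read; measure: integrated calcium ratio converted to B score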
# hERG rescue: shields human hERG channel from block by proarrhythmic agents; 310,000 tested, 0.51% active; Q12809; CHO-hERG, FluxOR thallium flux, dofetilide IC70 present; activation (rescue from dofetilide block), less the hit threshold, % at 10 µM;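 active means activation above the mean of controls blocked by dofetilide plus 5 SD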;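 further: thallium influx through hERG after potassium depolarization seen as dye fluorescence rise; in these data hits start at about 4.7%; inactives centre near -7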
# Target sequence (Q12809 whole entry, looked up): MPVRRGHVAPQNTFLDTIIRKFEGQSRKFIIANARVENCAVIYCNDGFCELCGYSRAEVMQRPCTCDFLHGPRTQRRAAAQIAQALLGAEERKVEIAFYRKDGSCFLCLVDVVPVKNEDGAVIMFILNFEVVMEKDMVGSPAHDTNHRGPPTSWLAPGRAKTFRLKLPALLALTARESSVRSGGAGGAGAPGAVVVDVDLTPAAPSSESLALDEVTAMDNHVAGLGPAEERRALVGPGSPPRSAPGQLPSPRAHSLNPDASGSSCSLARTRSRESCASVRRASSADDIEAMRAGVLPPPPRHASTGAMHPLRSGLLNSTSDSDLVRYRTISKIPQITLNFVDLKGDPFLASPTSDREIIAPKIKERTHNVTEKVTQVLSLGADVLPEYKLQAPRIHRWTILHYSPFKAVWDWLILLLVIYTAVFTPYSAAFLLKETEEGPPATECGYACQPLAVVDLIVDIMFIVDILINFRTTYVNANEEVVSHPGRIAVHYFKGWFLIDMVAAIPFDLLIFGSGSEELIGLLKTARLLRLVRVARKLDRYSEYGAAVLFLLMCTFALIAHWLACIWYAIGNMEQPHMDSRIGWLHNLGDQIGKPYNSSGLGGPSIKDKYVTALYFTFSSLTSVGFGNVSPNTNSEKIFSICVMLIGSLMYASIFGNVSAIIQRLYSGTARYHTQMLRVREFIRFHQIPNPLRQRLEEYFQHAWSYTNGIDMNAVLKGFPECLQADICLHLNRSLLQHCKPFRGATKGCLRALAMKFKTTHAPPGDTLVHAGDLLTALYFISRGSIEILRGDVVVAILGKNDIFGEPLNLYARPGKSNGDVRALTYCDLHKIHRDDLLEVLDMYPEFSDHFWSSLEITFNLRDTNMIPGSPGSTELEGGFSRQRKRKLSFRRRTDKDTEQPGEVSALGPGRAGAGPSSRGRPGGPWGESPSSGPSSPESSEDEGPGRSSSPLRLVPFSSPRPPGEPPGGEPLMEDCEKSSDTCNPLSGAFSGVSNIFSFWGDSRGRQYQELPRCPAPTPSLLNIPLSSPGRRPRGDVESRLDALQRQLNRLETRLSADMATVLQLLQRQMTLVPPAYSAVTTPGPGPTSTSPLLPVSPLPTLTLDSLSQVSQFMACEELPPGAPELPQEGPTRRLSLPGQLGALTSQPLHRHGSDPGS
# KCNK9 block: blocks the human KCNK9 two-pore domain potassium channel; 310,000 tested, 1.2% active; B-score at 10 µM; Q9NPC2; AID 488922; HEK293 KCNK9, FluxOR thallium flux fluorescence; active compounds read low;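 active means ratio B-score over 3 SD below the library mean, with starting fluorescence within 5 SD of its mean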;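 further: negative B-score means less thallium flux so channel inhibition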
# KCNQ1 inh: blocks the human KCNQ1 potassium channel; B-score at 10 µM; CHO-K1 KCNQ1, FluxOR thallium flux fluorescence; active compounds read high; P51787; 310,000 tested, 1.3% active; AID 2642;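 active means compounds whose thallium flux B-score, printed positive for inhibition, exceeds three library SD while starting fluorescence stays within three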;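 further: channel opened by potassium depolarization with thallium stimulus after 20 min compound exposure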
# GSK3 alpha inh: human GSK-3 alpha kinase inhibition | P49840 | ADP-Glo luminescence, 60 min | inhibition, % at 10 µM | 320,000 tested, 0.1% active | AID 2650;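 in the data active means inhibition above about 50%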;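 further: GST-tagged GSK-3 alpha with peptide substrate and 25 µM ATP; 0% = DMSO neutral wells and 100% = GW8510 positive control wells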
# GSK3beta inhib: inhibitors of human GSK3beta kinase; P49841; GST-GSK3beta kinase, ADP-Glo luminescence, 60 min; active compounds read low; activity score (negative = inhibition), % at 10 µM; 300,000 tested, 0.038% active;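 active means more than half of replicate wells score below -50%, meaning over 50% inhibition versus plate controls; inconclusive means some replicates but at most half score below -50%; inactive means no replicate scores below -50%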;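 further: 0% = median DMSO wells and -100% = median GW8510 positive control wells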
#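 Test system: GST-fused GSK3beta enzyme, cell-free | Quantity: 1.6 ng GST-GSK3beta enzyme per well | Reagent: 25 µM ATP with peptide substrate | Schedule: 60 min enzyme reaction, room temperature | Signal: Luminescent ADP-Glo measurement of ADP formed | Read-out basis: Score relative to plate controls | Control set: DMSO and 20 µM GW8510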
# KCNK3 block: human KCNK3 channel inhibition, primary screen; 340,000 tested, 0.84% active; O14649; B-score at 10 µM; CHO-KCNK3 thallium flux, FluxOR fluorescence; active compounds read low;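 active means B-score under library mean minus 4 SD, starting fluorescence ratio at most library mean plus 5 SD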;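 further: more negative B-score means stronger inhibition of thallium flux through KCNK3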
# KCNQ1 act: potentiators or activators of human KCNQ1 potassium channel; B-score at 10 µM; 310,000 tested, 0.35% active; P51787; CHO-K1 KCNQ1, thallium flux FluxOR fluorescence; active compounds read high;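 active means fluorescence ratio B-score, a plate-corrected score, at least three library SD, with initial intensity B-score within 5 SD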
#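 Assay system: stable KCNQ1 CHO-K1 line; medium: assay buffer, equal DMSO in all wells; timing: 90 min dye loading and 20 min compound exposure, both at room temperature; technique: kinetic FluxOR thallium fluorescence, 10-s 1-Hz baseline, 110-s post-stimulus read; read-out basis: B score of baseline-normalized fluorescence ratio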
# Starred values were filed as active, the others as inactive; i = inactive; u = inconclusive; x = no result given. Some of the compounds tested; the hit share may differ from the screen's.
cpd	SMILES	KCNQ1 act	GSK3beta inhib	HDAC3 inh	DYRK1A inh	RGS4 act	PolyA inhibitor	KCNK9 block	KCNK3 block	GSK3 alpha inh	KCNQ1 inh	hERG rescue
1	COC(=O)CNc1nc(Cl)nc(Nc2ccc(C)cc2)n1	i	-4.2	-2.2	-3.3	i	i	i	i	1.0	i	6.7*
2	COC(=O)C1=C(CS(=O)(=O)c2ccc(Cl)cc2)NC(=O)NC1c1ccc(O)cc1 (stereo unspecified)	i	2.0	1.0	5.7	i	i	i	i	0.0	i	-6.5
3	Cc1cccc(OCCOC(=O)CN2C(=O)NC3(CCCC3)C2=O)c1	i	-2.3	2.1	-2.5	i	i	i	i	-1.0	i	-5.2
4	CC(CCc1ccccc1)NC(=O)/C=C/c1ccc(F)cc1 (stereo unspecified)	i	2.0	-5.5	x	i	i	i	x	-1.0	i	-7.3
5	COc1ccc(-n2cc(CN(C)C3CCOCC3)c(-c3cccc(F)c3)n2)cc1	i	0.3	-14.6	x	i	x	i	i	0.4	i	-7.8
6	CCOC(=O)c1[nH]cnc1C(=O)Nc1ccccc1C	i	7.1	0.8	0.7	i	i	i	i	-1.8	i	-4.1
7	CCOc1ccc(CN2C(=O)c3ccccc3C2C(=O)NCc2cccnc2)cc1 (stereo unspecified)	i	2.4	-5.8	-2.9	i	i	i	i	-2.6	i	-12.3
8	COc1ccc(-n2cc(C(=O)O)c(=O)cc2C)cc1	i	4.3	u	0.0	i	i	i	i	-1.6	i	-9.1
9	C/C(=N/O)c1ccccn1	i	7.3	-5.8	3.8	i	i	i	i	-1.0	i	0.0
10	CC(C)c1ccc(CNC(=O)C2CCCN2S(=O)(=O)c2ccccc2)cc1 (stereo unspecified)	i	2.0	7.5	1.6	i	i	i	i	8.3	i	-4.9
11	O=C1Nc2ccccc2C(O)(C(=O)NCc2ccco2)N1c1ccc(Cl)c(Cl)c1 (stereo unspecified)	i	-3.8	7.4	5.5	i	i	i	i	-3.5	i	-18.3
12	N#CN=C(c1ccccc1)c1ccccc1	i	-2.5	2.8	1.5	i	i	i	i	-1.1	i	-3.6
13	CC(C)NC(=O)c1sc2nc(-c3cccs3)cc(-c3cccs3)c2c1N	i	0.8	3.7	x	i	i	i	x	1.9	6*	-9.9
14	CCCc1c(C)c2ccccc2[nH]c1=O	i	-1.9	2.3	-0.4	i	i	i	i	-1.8	i	0.2
15	CCC(C)NC(=O)CNC(=O)c1nn(-c2ccc(OC)c(Cl)c2)c(=O)c2ccccc12 (stereo unspecified)	i	3.9	-0.9	-1.5	i	i	i	i	-2.2	i	-1.8
16	Nn1c(C2CCC2)nc2cc(Cl)ccc2c1=O	i	0.1	-4.0	1.2	i	i	i	i	3.3	i	-5.4
17	COc1ccc(-c2noc(CCC(=O)Nc3cccnc3)n2)cc1OC	i	3.4	-2.8	-0.8	i	i	i	i	2.3	i	-8.5
18	CCOc1ccc(N(CC(=O)NCc2ccccc2)S(=O)(=O)c2c(C)noc2C)cc1	i	0.7	0.0	9.5	i	i	i	i	1.1	i	-4.7
19	O=C(CSc1nnc(NC(=O)c2ccccc2)s1)NCc1ccco1	i	3.5	5.1	-0.7	i	x	i	i	-2.2	i	-9.2
20	COCCn1cnc2c1c(=O)n(CC(=O)NCC(F)(F)F)c(=O)n2Cc1ccccc1	i	-1.4	-9.9	3.4	i	i	i	i	0.0	i	-3.5
21	COc1ccc(C(=O)Nn2c(C)ccc2C)cc1OC	i	-8.3	3.7	-4.4	i	i	i	i	-3.3	i	-5.1
22	CC(=O)Oc1ccc(N2C(=O)C3C(C2=O)C(C(=O)c2ccc(Cl)cc2)N2CCCC32)cc1 (stereo unspecified)	i	4.5	3.5	x	i	i	i	i	1.8	i	-16.7
23	Cc1ccc(C(C)NC(=O)c2c(C)noc2C)cc1C (stereo unspecified)	i	4.4	3.7	25.2	i	i	i	i	-1.3	i	-6.1
24	O=C(Cc1cccs1)Nc1cccc(-c2nnc(-c3ccco3)o2)c1	i	0.4	-11.0	0.5	i	i	-9.32*	-10.5*	1.3	i	-0.8
25	CCn1c(Cc2ccccc2)nnc1SCC(=O)c1cccc([N+](=O)[O-])c1	i	-4.1	-4.7	-4.3	i	i	i	i	-1.6	i	-7.2
26	Cc1nn(Cc2ccc(Cl)cc2Cl)c(C)c1NC(=O)NC12CC3CC(CC(C3)C1)C2	i	1.2	9.1	-3.1	i	i	i	i	-1.1	i	-4.7
27	CC(C)C(=O)Nc1cc2c3c(c1)CCN3C(=O)CC2	i	-0.9	6.7	0.9	i	i	i	i	-0.5	i	-3.6
28	COC(=O)C(C)(C(=O)OC)c1ccccc1[N+](=O)[O-]	i	0.7	-7.9	-0.8	i	i	i	i	-1.0	i	-2.9
29	Cc1c(Cl)c([N+](=O)[O-])nn1CCCC(=O)Nc1sc2c(c1C(N)=O)CCC(C)C2 (stereo unspecified)	i	1.5	-6.1	-9.2	i	i	i	i	1.1	i	-7.5
30	O=C(c1ccco1)N1CCC(c2nc(-c3ccc(F)cc3)no2)CC1	i	-13.4	0.4	2.2	i	i	i	i	-14.6	i	-10.9

# Going on with the list:
cpd	SMILES	KCNQ1 act	GSK3beta inhib	HDAC3 inh	DYRK1A inh	RGS4 act	PolyA inhibitor	KCNK9 block	KCNK3 block	GSK3 alpha inh	KCNQ1 inh	hERG rescue
31	COc1ccc2nc(NC(=O)CN3C(=O)NC4(CCCCC4)C3=O)sc2c1	i	-11.7	0.6	22.8	i	i	i	i	4.9	i	-2.8
32	COc1cc(N)c(Cl)cc1C(=O)OC(C)C(=O)Nc1cccc(S(=O)(=O)N2CCOCC2)c1 (stereo unspecified)	i	3.2	0.1	-1.1	i	i	i	i	-2.0	i	-8.8
33	O=C1/C(=C/c2cccs2)CCC/C1=C\c1cccs1	i	-6.2	3.5	-11.4	i	i	i	i	-1.4	i	-12.3
34	CCC(C)(C)NC(=O)C(c1cccc(OC)c1)N(C(=O)CNC(=O)c1cccs1)c1cccnc1 (stereo unspecified)	i	4.0	-1.0	-4.9	i	i	i	i	-0.6	i	-5.4
35	Nc1ccc(Cc2ccccn2)cc1	i	2.7	0.5	-3.3	i	i	i	i	-0.5	i	-8.6
36	Cc1oc(-c2ccc(Cl)cc2)nc1CS(=O)CC(=O)NCCCN1CCN(Cc2ccccc2)CC1 (stereo unspecified)	i	0.0	1.6	-4.7	i	i	i	i	2.9	i	-8.7
37	C/C(=N/NC(=O)CCC(=O)Nc1cccc(Cl)c1)c1ccc(C)cc1	i	2.3	-9.2	4.3	i	i	i	i	0.2	i	-6.3
38	CCOc1ccc(N(CC(=O)Nc2cccc(OC)c2)S(C)(=O)=O)cc1	i	4.7	1.7	-1.6	i	i	i	i	-2.6	i	-4.0
39	CC1=Nc2ccc(Br)cc2C(c2ccccc2)N1CC(=O)O (stereo unspecified)	i	-0.8	x	17.6	i	i	i	i	-2.7	i	-2.8
40	COc1cccc(C2C(C(=O)c3cccs3)=C(O)C(=O)N2CCN2CCOCC2)c1OC (stereo unspecified)	i	2.9	x	-5.8	i	i	i	i	x	i	-10.0
41	CNC(=O)c1cc2cc(OC)ccc2oc1=N	i	-0.6	-18.7	20.3	i	i	i	i	3.7	i	-7.2
42	Cc1nc(Sc2ccccc2)c(C#N)c(C)c1[N+](=O)[O-]	i	-0.8	3.4	x	i	i	i	i	-2.6	i	-7.9
43	CNC(=O)c1cc2cccc(OC)c2oc1=O	i	-0.1	1.2	15.3	i	i	i	i	1.1	i	-8.1
44	COC(=O)CSc1nnc(-c2ccoc2C)n1-c1ccc(C)cc1	i	-1.2	1.2	x	i	i	i	i	4.5	i	2.7
45	CC(C)(C)c1cc(NC(=O)CSc2nncs2)n(-c2ccccc2)n1	i	3.1	-1.8	-4.5	i	i	i	i	-2.7	i	-6.6
46	COC(=O)c1n[nH]n(-c2ccc(F)c(Cl)c2)c1=O	i	-2.4	1.9	x	i	i	i	i	1.2	i	-16.2
47	O=C(COc1ccc(Br)cc1)N1CCN(c2ccc([N+](=O)[O-])c(N3CCCCC3)c2)CC1	i	3.5	-2.5	-5.8	i	i	i	i	3.1	i	-5.0
48	COc1cccc(OC)c1C(=O)Nc1c(C(=O)N2CCN(c3ccccn3)CC2)oc2ccccc12	i	x	-2.7	1.2	i	i	i	i	-1.2	i	-18.0
49	COC(=O)c1cn(NC(=O)C2COc3ccccc3O2)c(=O)c2ccccc12 (stereo unspecified)	i	2.4	-3.8	0.4	i	i	i	i	-2.7	i	-2.3
50	CCOC(=O)N1CCc2c(sc3c2c(=O)n(Cc2ccccc2)c(=O)n3CC(=O)NCCOC)C1	i	-0.7	-1.5	-1.9	i	i	i	i	0.0	i	-5.6
51	CN(Cc1ccon1)Cc1cn(C)nc1-c1ccc(Oc2ccccc2)cc1	i	4.1	-1.2	-4.0	i	i	i	i	-2.6	i	-10.2
52	CCC(CO)NS(=O)(=O)c1cc(-c2nn(C)c(=O)c3ccccc23)ccc1C (stereo unspecified)	i	-3.6	3.7	-0.6	i	i	i	i	-3.3	i	-5.7
53	CCOc1ccccc1NC(=O)CN(Cc1ccccc1)S(C)(=O)=O	i	-1.2	-0.7	-0.3	i	i	i	i	-2.9	i	-7.8
54	Cc1[nH]c2ccccc2c1/C=N/NC(=O)CNC(=O)c1cccs1	i	1.2	3.3	x	i	i	i	i	0.1	i	-8.7
55	CC1CC(C)CN(S(=O)(=O)c2ccc3c(c2)CCN3C(=O)C2CC2)C1 (stereo unspecified)	i	8.5	-5.9	-4.5	i	i	i	i	-2.3	i	-11.4
56	CCCC(=O)NC(=S)Nc1ccc(N2CCOCC2)c(Cl)c1	i	-3.2	-8.1	-1.6	i	i	i	i	-1.5	i	-2.8
57	Cc1ccc(NC(=O)CNC(=O)c2cccs2)c(O)c1	i	1.5	u	-10.1	i	i	i	i	-1.2	i	-12.8
58	CC(C)(C)C(=O)N1CCC[C@H]1C(O)(c1ccccc1)c1ccccc1	i	0.2	0.2	-0.4	i	i	i	i	-3.6	i	-11.2
59	CCOc1cccc(OCCOCCOc2ccccc2C(C)=O)c1	i	3.3	-0.4	0.5	i	i	i	i	-1.9	i	-8.6
